Screens as filed in PubChem BioAssay.
mcGAS RapidFire – inhibitors of Mus musculus cyclic GMP-AMP synthase, initial high-throughput assay, cell-free, RapidFire MS | 130,000 compounds, 0.18% hits | AID 1259397, 2018 | recombinant mouse cGAS, cGAMP by RapidFire MS | inhibition, % at 12.5 µM | Q8C6L5;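 active = inhibition of cGAS enzyme activity at or above 60%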;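 note: enzyme stimulated by 45 bp dsDNA with ATP and GTP substrates; cGAMP share of summed cGAMP plus half ATP and half GTP signals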
Target sequence (Q8C6L5 whole entry, looked up): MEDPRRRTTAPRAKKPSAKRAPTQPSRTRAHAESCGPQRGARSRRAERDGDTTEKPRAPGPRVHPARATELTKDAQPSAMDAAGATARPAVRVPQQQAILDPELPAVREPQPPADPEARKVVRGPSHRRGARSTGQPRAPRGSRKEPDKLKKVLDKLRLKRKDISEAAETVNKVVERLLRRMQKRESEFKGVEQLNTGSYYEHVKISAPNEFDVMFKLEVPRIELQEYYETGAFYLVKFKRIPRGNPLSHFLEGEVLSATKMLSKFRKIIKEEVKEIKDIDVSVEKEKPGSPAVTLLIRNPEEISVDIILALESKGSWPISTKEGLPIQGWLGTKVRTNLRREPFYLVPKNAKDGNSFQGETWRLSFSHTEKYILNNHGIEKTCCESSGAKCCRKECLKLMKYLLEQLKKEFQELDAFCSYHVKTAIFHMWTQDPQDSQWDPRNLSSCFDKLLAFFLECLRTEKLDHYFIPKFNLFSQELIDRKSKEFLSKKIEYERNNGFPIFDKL
* hit, by the source's call; & = joins results of further samples.

SMILES | mcGAS RapidFire
CC(=O)Nc1cccc(NC(=O)CSc2ccc(NC(=O)C(C)C)nn2)c1 | 13
COC1(C)CC(NC(=O)NC(C)c2nc(C)cs2)C1(C)C (configuration not stated) | 3
CC(C)C(=O)N1CCC2(CC1)N=CC1(CCCCC1)S2 | -3
CCc1nc(C)cc(N(C)Cc2cc(-c3cccnc3)no2)n1 | -9
Cc1nnnn1-c1ccc(CC(=O)N2CCC(=O)NCC2C)cc1 (configuration not stated) | -26
O=C(Nc1c2c(nn1-c1cccc(Cl)c1)CS(=O)(=O)C2)C12CC3CC(CC(C3)C1)C2 | -3
O=C1NC2(O)C(=O)c3ccccc3C2(O)N1 (configuration not stated) | -5
Cn1c(Cn2cnc([N+](=O)[O-])n2)nnc1SCC(=O)NC1CCCC1 | -19
O=C(Nc1ccccc1)N1CCc2ccccc2C1 | 1
Cn1cc(C(C)(O)CNS(=O)(=O)CCc2ccccc2)cn1 (configuration not stated) | -5
O=C(O)CCN1C(=O)NC2(CCCCC2)C1=O | -7
O=C1C2COCC1CC(C(=O)N(Cc1ccccc1)CC(F)F)C2 (configuration not stated) | -2
COC(=O)c1ccc(NC2CCc3ccccc32)nn1 (configuration not stated) | -7
O=[N+]([O-])c1cccc(CN2CCN(c3ccccn3)CC2)c1 | -5
Cc1cc(NC(=O)CN(C)c2c(C#N)cnc3c(C)cccc23)no1 | 5
CN1CCN(C(=O)Cn2cnc3scc(-c4cccs4)c3c2=O)C(C)(C)C1=O | -7
N#Cc1ccccc1CN1CCN(c2ncc(C(=O)N3CCCCC3)s2)C1=O | -11
CCNc1cc(NCCNC(=O)Nc2ccc3c(c2)OCO3)nc(C)n1 | 0
N#CC1=C2Sc3ccccc3N2C(O)(C(F)(F)F)C(C(=O)C(F)(F)F)=C1 (configuration not stated) | 18
Cc1cn2c3c(=O)n(Cc4ccc(F)cc4)c(=O)n(C)c3nc2n1Cc1ccco1 | -8
O=C(CC1c2ccccc2CCc2ccccc21)NCCN1CCCCC1=O | -13
CCC1c2ccsc2CCN1CC(=O)NCc1cccc(Cl)c1 (configuration not stated) | -10
CN(C)CCNc1ncnc2c1sc1nc(N3CCOCC3)c3c(c12)CC(C)(C)OC3 | -17
COc1ccc(CN2CCC(CNC(=O)c3cccc(O)c3)C2)cc1 (configuration not stated) | 5
CN1CCC[C@@H]1CCO[C@](C)(c1ccccc1)c1ccc(Cl)cc1 | 2&3
Cc1ccc(-c2cnc(CCC(=O)Nc3ncc(C)s3)o2)cc1 | -4
CCNC(=O)N1CCN(C(=O)C(C)(C)c2ccccc2F)CC1 | -8&-2
CN1c2ccccc2C(=O)NC1c1cc(Br)c2c(c1)OCCCO2 (configuration not stated) | -3
COc1ccccc1CCC(=O)NC1C2CC3CC(C2)CC1C3 (configuration not stated) | 0
CC(C)N1C(=O)COCc2ccc(-c3cccc(O)c3)cc21 | -3
CCSC1CCCC1NC(=O)C1CCOc2ccccc21 (configuration not stated) | -10
CCOc1c(CC)cnc2c1c(=O)n(CC(=O)NCCOC)c(=O)n2C | -6
O=C(Cn1nnnc1CN1CCOCC1)N1CCN(C/C=C/c2ccccc2)CC1 | 0
O=C1CCCCCCCCCOCCCCCO1 | -9
O=C(NCc1cccnc1N1CCCCCCC1)[C@@H]1C[C@@H](O)CN1 | -14
CC(=O)c1cc(CC(=O)NC(C)c2cnn(-c3ccccn3)c2C)cs1 (configuration not stated) | -3
CC(NC(=O)C(C)(C)C)C1CC2CCC1C2 (configuration not stated) | -2
O=C(Nn1cnc2c(cnn2-c2ccccc2)c1=O)C12CC3CC(CC(C3)C1)C2 | -5
CCN(Cc1ccc2c(c1)OCO2)c1nc2ccccc2o1 | -8
O=C(C1COc2ccccc2O1)N1CCc2onc(-c3cccc(F)c3)c2C1 (configuration not stated) | -9
Oc1ccccc1N1CCN(c2cncc(Cl)n2)CC1 | -17
C=CCN=c1scc(-c2ccc(F)cc2)n1N=Cc1c(OC)cc(OC)cc1OC | 12
CCP(=Nc1ccc([N+](=O)[O-])cc1)(c1c(C)nn(-c2ccccc2)c1C)N(C)C (configuration not stated) | -2
CCC(C(=O)OC)N1CCOc2c(O)cc(-c3ccc(C)s3)cc2C1 (configuration not stated) | -11
Clc1cccnc1NCc1cccnc1-n1cnc2ccccc21 | -11
CSc1ncccc1C(=O)NCC(c1cccn1C)N1CCCC1 (configuration not stated) | -5
Cc1nc(C(C)C)sc1C(=O)NCc1noc(-c2ccco2)n1 | 0
O=C(OCc1cc(-c2ccc3c(c2)OCCO3)on1)c1ccc(=O)oc1 | -1
CSCc1ccc(C(=O)N2CCC(CCC(=O)NCC3CCCO3)CC2)o1 (configuration not stated) | -6&4
CCS(=O)(=O)c1ccc(-c2cc(N)nc3[nH]ccc23)s1 | -16
Cc1ccc2nc(CSCC(=O)Nc3ccc4ccccc4c3)cc(=O)n2c1 | -6
N#CC(c1ccccc1)c1cnn(-c2ccccc2)c(=O)c1Cl (configuration not stated) | -15
O=C(NCC(=O)N1CCCC1)c1cc(S(=O)(=O)N2CCN(c3ccccc3)CC2)ccc1Cl | -6
CNC(=O)[C@@H](Cc1ccccc1)N(C)C(=O)[C@@H](Cc1ccc2ccccc2c1)N(C)C(=O)/C=C/CC(C)(C)N | -10
Cc1cc(-c2ccccc2)c2c3c(cn2n1)c(=O)n(C)c(=O)n3C | -27
O=C(Cn1nnn(-c2cccs2)c1=O)NC1CCSc2ccc(Cl)cc21 (configuration not stated) | -7
Cc1ccsc1CNn1cn[nH]c1=S | -1
O=C(NC(N1CCOCC1)(C(F)(F)F)C(F)(F)F)c1ccccc1 | -8
CCc1cccc(N2CCC(NC(=O)Nc3nccs3)CC2)c1 | -14
Cc1ccc(-c2ccc(=O)n(CCCNC(=O)COc3cccc(C)c3C)n2)cc1 | 6
Later entries
SMILES | mcGAS RapidFire
CNc1ccc(-c2cccc(S(C)(=O)=O)c2)cn1 | 1
Cc1ccsc1/C=C/C(=O)N1CCN(c2nccs2)CC1 | -7
Cc1ccc(-c2ccnc(NCc3cc(=O)[nH]cn3)n2)c(C)n1 | -3
O=C(CC1C=CCC1)NCC1(CO)CCCC1 (configuration not stated) | -10
Cc1ccc(-n2c(C)nnc2SC(C)C(=O)NC2CCCC2)cc1 (configuration not stated) | -27
CCC1OC(=O)[C@H](C)C(=O)[C@H](C)[C@@H](OC2O[C@H](C)C[C@H](N(C)C)[C@H]2O)[C@](C)(OC)C[C@@H](C)C(=O)[C@H](C)[C@H]2N(CCCCn3cnc(-c4cccnc4)c3)C(=O)O[C@@]12C (some centres not stated) | -4
O=C(c1cc2ccccc2o1)N(CCN1CCCCC1)CC1CCCN(C2CCCC2)C1 (configuration not stated) | -4
Cc1nc(-c2ccccc2)ccc1C(=O)N1CCCC(C(=O)Nc2ccccn2)C1 (configuration not stated) | -4
NC(=O)c1cncc(N2CCCC(CO)(Cc3ccc(F)cc3)C2)n1 (configuration not stated) | -10
COc1cccc(-c2cc(CNC(=O)C(C)(C)NC(=O)c3cccs3)on2)c1 | -4
O=C(c1ccco1)N1CCN(C(=O)c2ccc(Cn3cc(Br)cn3)o2)CC1 | 2
CCOc1ccc(NC(=O)Cn2c(-c3ccc(-c4ccccc4)o3)nc(C)c2C)cc1 | -8
N#CCCC(C#N)CN1CCN(CCOc2ccccc2)CC1 (configuration not stated) | -4
CSc1ccc(-c2nc3ncccn3c2Nc2ccc3c(c2)OCO3)cc1 | 1
Cc1ccc(C)c(C(NC(=O)Cn2cccnc2=O)c2cccnc2)c1 (configuration not stated) | -11
Cc1ccc(C(=O)NCC(=O)N2CCOC(COc3ccc(Cl)c(C)c3)C2)cc1 (configuration not stated) | -4
O=C(Nc1ccc(Cl)cc1F)c1cccc(CN2CCCC2=O)c1 | -4
CCCCn1c(=O)[nH]c(=O)c2c1nc(COC(=O)C1CC1)n2CC | -3
CC(c1ccc(-c2ccc3nc(C4CC4)cc(C(=O)O)c3c2)cc1)N1CCOCC1 (configuration not stated) | -8
CCC(NC(=O)c1ccc(-c2ccccc2)[nH]1)c1ccnn1C (configuration not stated) | 10

Among those listed so far, five contain two or more sulfur atoms:
SMILES | mcGAS RapidFire
CN1CCN(C(=O)Cn2cnc3scc(-c4cccs4)c3c2=O)C(C)(C)C1=O | -7
CCS(=O)(=O)c1ccc(-c2cc(N)nc3[nH]ccc23)s1 | -16
O=C(Cn1nnn(-c2cccs2)c1=O)NC1CCSc2ccc(Cl)cc21 (configuration not stated) | -7
Cc1ccsc1CNn1cn[nH]c1=S | -1
Cc1ccsc1/C=C/C(=O)N1CCN(c2nccs2)CC1 | -7

In another format: entries from further up.
Structure: O=C(Nc1ccc(Cl)cc1F)c1cccc(CN2CCCC2=O)c1
  mcGAS RapidFire: -4
Structure: CCCCn1c(=O)[nH]c(=O)c2c1nc(COC(=O)C1CC1)n2CC
  mcGAS RapidFire: -3

Going on with the list:
SMILES | mcGAS RapidFire
NC(=O)c1c(NC(=O)CCCC(=O)O)sc2c1CCCC2 | -12
CN(C)c1nc(N)nc(COc2ccc(Cl)cc2Br)n1 | -12
CC1CC1C(=O)N1CCC(N(C)Cc2cccc(C(F)(F)F)c2)CC1 (configuration not stated) | -5
Cc1ccccc1C(=O)Nc1ccc(CN2CCCCC2C)cc1 (configuration not stated) | -7
Cc1cc(C)n(C(C)C(=O)Nc2c(F)cccc2N2CCCC2)n1 (configuration not stated) | -1
COCc1nc(NCc2ccc3c(c2)n(C)c(=O)n3C)c2cnn(C)c2n1 | -4
CCOc1ccc(Br)cc1CNc1nn[nH]n1 | -4
CN1CCN(Cc2nc3c(c(=O)n(C)c(=O)n3C)n2Cc2ccc(Br)cc2)CC1 | -7
CNC(=O)c1[nH]nc2c1C(c1sc3ccccc3c1C)CC(=O)N2 (configuration not stated) | -10
CN(C(=O)Nc1cnn(CC(N)=O)c1)C(Cc1ccccn1)C(C)(C)C (configuration not stated) | 5
Cc1cccc(-n2c(C)nn(CN3CCN(c4ccccc4O)CC3)c2=S)c1 | -11
Cc1ccc(-n2ncc3c(C4CC4)nn(CC(=O)Nc4cccc(F)c4)c(=O)c32)cc1C | -6
CN1CCN(C2=NC(C(=O)Nc3ccccc3)CC(=O)N2)CC1 (configuration not stated) | 70*
NC(=O)CC1CCN(CC(=O)NCC(F)(F)F)CC1 | -54
CCC(C)N1CCC(=O)N(CC(=O)c2[nH]c(C)c(C(C)=O)c2C)C1=O (configuration not stated) | -10
COc1ccc2[nH]c(CNC(C)CC(C)(C)OC)cc2c1 (configuration not stated) | -12
COc1cccc(C(=O)Nc2c3c(nn2-c2cccc(C)c2C)CS(=O)C3)c1OC (configuration not stated) | -3
CC(C)COC(=O)NCC12C=CC(O1)C1C(=O)N(Cc3ccccc3)C(=O)C12 (configuration not stated) | -22
CN(Cc1ccc2ccccc2c1)C(=O)COc1ccccc1F | -10
COc1cc(C(=O)Nn2cnc3c(cnn3-c3ccc(C)cc3)c2=O)cc(OC)c1OC | -8
COc1ccc(-c2[nH]nc3c2C(c2cccs2)C(C#N)C(=N)O3)cc1 (configuration not stated) | -11
CC(=O)c1ccc(NC(=O)c2cn(C)c3c(=O)n(-c4ccccc4)c(=O)[nH]c23)cc1 | -21
Cc1nnc(C)c2c(C)n(-c3cccc(C(F)(F)F)c3)nc12 | -24
Cc1cc(C)c(S(=O)(=O)N(Cc2ccsc2)Cc2ccccn2)c(C)c1 | -3
Cc1nn(C)cc1[C@@H]1C[C@H]2CN(Cc3cccc(Cl)c3)C(=O)[C@]23CCCN13 | -10
COC(C)c1ccc(-c2ccc(-c3nnc(C)o3)cc2)cc1 (configuration not stated) | -28
COc1cccc(-c2csc3c(=O)[nH]c(N4CCCC(C(=O)NC5CCCCC5)C4)nc23)c1 (configuration not stated) | -7
CCOc1ccccc1NC(=O)c1cc(=O)c(OCC)cn1C | -5
O=C(c1cccc(N2CCNC2=O)c1)N1CCCC(CCc2ccc(F)cc2)C1 (configuration not stated) | 7
O=C(NC1CC1)C1CCCN(C2CCN(C(=O)c3ccc4[nH]ccc4c3)CC2)C1 (configuration not stated) | -11
O=C(Nc1ccccn1)c1cccc(S(=O)(=O)CC(F)(F)F)c1 | -6
O=C(O)C1CN(S(=O)(=O)c2cccc(Oc3ccccc3)c2)CCN1 (configuration not stated) | -21
COC(=O)CC1(C)NCCNC1=O (configuration not stated) | -2
Cc1nc(-c2ccc(CNC(=O)COc3ccc(C#N)cc3)s2)cs1 | -13
Cc1ccc(C(C)NC(=O)CNCCN(C)S(C)(=O)=O)cc1 (configuration not stated) | -19
Cc1c(-c2cccc(Cl)c2)oc2ccc(Br)cc2c1=O | -5
N=C1c2ccccc2CN1c1cccc(S(=O)(=O)N2CCCC2)c1 | -14

4 entries picked at random from those above:
SMILES | mcGAS RapidFire
Cc1nnc(C)c2c(C)n(-c3cccc(C(F)(F)F)c3)nc12 | -24
Cc1c(-c2cccc(Cl)c2)oc2ccc(Br)cc2c1=O | -5
CCOc1ccccc1NC(=O)c1cc(=O)c(OCC)cn1C | -5
Cc1cc(C)c(S(=O)(=O)N(Cc2ccsc2)Cc2ccccn2)c(C)c1 | -3

As a working copy, 6 of the compounds above:
SMILES | mcGAS RapidFire
O=C(Nc1ccccn1)c1cccc(S(=O)(=O)CC(F)(F)F)c1 | -6
O=C(O)C1CN(S(=O)(=O)c2cccc(Oc3ccccc3)c2)CCN1 (configuration not stated) | -21
COC(=O)CC1(C)NCCNC1=O (configuration not stated) | -2
Cc1nc(-c2ccc(CNC(=O)COc3ccc(C#N)cc3)s2)cs1 | -13
Cc1ccc(C(C)NC(=O)CNCCN(C)S(C)(=O)=O)cc1 (configuration not stated) | -19
Cc1c(-c2cccc(Cl)c2)oc2ccc(Br)cc2c1=O | -5

The list is partial; count on the stated rates, not on these rows.
